HPDE-C7 cytotoxicity: cytotoxicity in HPDE-C7 cells, cell-based, fluorescence, HTS (AID 430) | one-dose cytotoxicity, % at 10 µM; EC50 in µM for titrated hits | 63,000 compounds, 1.8% hits | HPDE-C7 pancreatic duct cells viability, fluorescence; higher % means a stronger effect;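 also: cells exposed to compound for 48 hours before viability readout; 0% = vehicle and 100% = reference cytotoxic drug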
DPM-DC inhibit: blocks S. pneumoniae diphosphomevalonate decarboxylase; purified DPM-DC, PK/LDH coupled NADH fluorescence; calls only at 10 µM; 65,000 compounds, 0.49% hits; AID 556;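 active = the 320 compounds with the highest percent inhibition in the single-dose primary screen, excluding strongly autofluorescent ones, cut at about 32% in these data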;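 also: kinetic rate of NADH fluorescence loss reporting ADP formed by the decarboxylase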
Spn MK inh: blocks S. pneumoniae mevalonate kinase | inhibition, % at 10 µM | purified MK, PK/LDH-coupled NADH absorbance 340 nm | 65,000 compounds, 0.48% hits;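 active = ranked among the strongest by inhibition in the single 10 µM screen, a fixed top-ranked set picked for dose follow-up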; also: no value below 0 was filed
Spn PMK inh: inhibitors of Streptococcus pneumoniae phosphomevalonate kinase | purified PMK, PK/LDH-coupled NADH absorbance 340 nm | inhibition, % at 10 µM | 65,000 compounds, 0.49% hits | AID 539;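 active = top-ranked compounds by inhibition in the single 10 µM screen, taking a fixed number of the strongest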;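 also: 0% = full reaction with DMSO carrier and 100% = background rate without enzyme reaction; no value below 0 was filed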
LYP inhibition: inhibition of human PTPN22 tyrosine phosphatase – biochemical, DiFMUP fluorescence, recombinant catalytic domain, 10 µM, primary screen (AID 606); recombinant LYP catalytic domain, DiFMUP fluorescence; higher % means a stronger effect; inhibition, % at 10 µM, or IC50 in µM where a hit was titrated; 52,000 tested, under 10 active;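 active = IC50 under 40 µM in the dose-response test; inactive = IC50 of 40 µM or more, or never dose-tested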
HT1080 cytotoxicity: cytotoxicity in HT1080 fibrosarcoma cells, cell-based, fluorescence readout (AID 620); HT1080 viability, fluorescence; higher % means a stronger effect; one-dose cytotoxicity, % at 10 µM; EC50 in µM for titrated hits; 87,000 compounds, 0.42% hits;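 also: cells exposed to compound overnight then 4 h with Alamar Blue; 0% = vehicle DMSO and 100% = killing control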
KRASV12 cytotoxicity: cytotoxicity in KRAS-transformed pancreatic duct cells, primary screen, cell-based, fluorescence, HTS (AID 431); HPDE-C7K KRASV12 cells, Alamar Blue viability, 48 h; higher % means a stronger effect; cytotoxicity, % at 10 µM; hits with a dose series show EC50 in µM; 63,000 compounds, 1.7% hits;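 active = compounds whose percent cytotoxicity in the single-dose primary screen, scaled between solvent and toxic-drug controls, exceeds 50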;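 also: 0% = DMSO solvent wells and 100% = doxorubicin-treated wells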
Bfl-1 inhibitors: Bfl-1 inhibitors, primary screen, biochemical, fluorescence polarization, FITC-Bid, mouse (AID 432); FITC-Bid BH3 peptide fluorescence polarization displacement; higher % means a stronger effect; displacement, % at 20 µM; hits with a dose series show IC50 in µM; 64,000 compounds, 0.02% hits; in the data active = a potency from the dose series; inactive = the rest, 99 in 100 with displacement below about 15%; also: strong numbers were not always called active
Alkaline phosphatase: inhibition of tissue-nonspecific alkaline phosphatase – biochemical, luminescent (AID 518); inhibition, % at 20 µM; hits with a dose series show IC50 in µM; purified TNAP enzyme, luminescent substrate readout; higher % means a stronger effect; 64,000 compounds, 0.09% hits; in the data active = a potency from the dose series; inactive = the rest, 99 in 100 with inhibition below about 22%;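 also: plate controls were vehicle for no effect and reference inhibitor for full effect; many of its hits are not listed in these tables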
Spn PMK inh pilot replicates: recorded beside Spn PMK inh, whose call it bears; inhibition, %; measured here: pilot screen replicates
Spn MK inh pilot replicates: second read-out of Spn MK inh, no call of its own (marks repeat the call); inhibition, %; measured here: pilot screen replicates
DPM-DC inhibit pilot screen %: also measured in DPM-DC inhibit; calls as there; inhibition, %; measured here: pilot screen trials
Starred values were filed as active, the others as inactive; i = inactive; nt = no result given. Rule as the data show it, unless noted: active = cytotoxicity above about 50%; inactive = the rest.

SMILES | HPDE-C7 cytotoxicity | DPM-DC inhibit | Spn MK inh | Spn PMK inh | LYP inhibition | HT1080 cytotoxicity | KRASV12 cytotoxicity | Bfl-1 inhibitors | Alkaline phosphatase | others
Cn1c(SCc2nc3ccccc3[nH]2)nnc1-c1cnccn1 | 0.6% | i | 5.0 | 1.0 | 7.8% | 6.3% | 40.2% | -8.1% | 16.3%
CCOc1ccc(NC(=O)N2CCN(CC)CC2)cc1 | -7.8% | i | 7.0 | 9.0 | nt | -3.3% | -2.8% | -6.2% | 3.8%
Cn1cnnc1SCc1ccccc1Br | -4.5% | i | 6.0 | 2.0 | 5.4% | nt | 1.2% | 10.7% | 17.0%
COCCNC(=O)C(c1ccco1)N(Cc1ccc(OC)cc1)C(=O)Cn1nnc2ccccc21 (centres undefined) | -1.5% | i | 0.0 | 7.0 | nt | -9.1% | -7.7% | 8.8% | 3.7%
COc1ccc(S(=O)(=O)NC(CC(=O)NC2CCCC2)c2ccco2)cc1 (centres undefined) | -9.5% | i | 7.0 | 0.0 | -0.4% | 3.4% | -4.1% | -5.6% | -5.0%
C=CCn1c(Cc2c[nH]c3ccccc23)n[nH]c1=S | nt | i | 30.0 | 8.0 | 10.5% | 32.5% | nt | -4.8% | 0.0%
CCOc1cccc(-c2nnc3sc(COc4ccccc4)nn23)c1 | -8.8% | i | 4.0 | 4.0 | -2.1% | -11.3% | -3.7% | -2.7% | 13.1%
CC(=O)c1c(C(C)=O)c(C)n(-c2nc(-c3cccs3)c(C)s2)c1C | -8.7% | i | 4.0 | 5.0 | 4.1% | 9.7% | -15.8% | -2.5% | 6.4%
Cc1nc(C)c(C(=O)C2=C(O)C(=O)N(CCN3CCOCC3)C2c2cccs2)s1 (centres undefined) | -17.3% | i | 7.0 | 6.0 | -6.6% | 0.9% | -3.5% | -2.5% | 5.1%
COc1ccccc1NC(=O)c1ccc(Br)o1 | 3.8% | i | 0.0 | 3.0 | -3.1% | -1.5% | -9.3% | -0.7% | 22.2%
COc1ccccc1NC(=O)c1cn(C)c(=O)c2cc(OC)c(OC)cc12 | -0.6% | i | 16.0 | 5.0 | 0.3% | 8.4% | 0.2% | 2.1% | 7.1%
OCCCNC(c1ccccc1)c1ccc(O)cc1 (centres undefined) | 3.7% | i | 13.0 | 3.0 | 8.8% | 16.0% | 0.9% | -6.1% | -0.4%
O=C(Nc1ccccc1)c1cc(N2CCOCC2)nc2ccccc12 | 8.7% | i | 8.0 | 0.0 | -3.7% | 7.8% | 3.2% | -2.5% | 14.8%
CCOC(=O)c1[nH]c2ccccc2c1NC(=O)CC(C)(C)C | 4.8% | i | 4.0 | 3.0 | 2.3% | 4.6% | 7.6% | -3.9% | -1.2%
CCOC(=O)C(CC)Sc1ncnc2c1nnn2-c1ccc(F)cc1 (centres undefined) | 2.1% | i | 6.0 | 3.0 | 10.4% | -10.4% | -3.1% | 1.9% | 10.3%
COc1cc(C(c2sc3nc(C)nn3c2O)N2CC(C)OC(C)C2)cc(OC)c1OC (centres undefined) | 3.7% | i | 6.0 | 5.0 | 5.3% | nt | 7.1% | 5.3% | 4.0%
O=C(COc1ccccc1)N(Cc1ccco1)C1CCS(=O)(=O)C1 (centres undefined) | -19.1% | i | 12.0 | 11.0 | nt | -9.5% | -22.0% | -8.5% | 9.9%
CC(C)c1ccc(NC(=O)c2csnn2)cc1 | -9.1% | i | 8.0 | 2.0 | nt | -5.2% | -14.0% | 1.6% | 3.2%
COc1ccc(-c2cc(C(N)=O)nc(N3CCCCCC3)n2)cc1 | 1.2% | nt | 7.0 | 11.0 | 11.9% | 6.9% | -3.1% | -9.0% | 8.0%
CCN(CC)CCCNC(=O)Cc1c(C(=O)O)n(C)c2ccccc12 | -0.3% | i | 10.0 | 14.0 | 3.2% | 2.2% | -3.1% | -6.4% | 3.7%
COc1cc(NC(=O)c2cc(C)on2)cc(OC)c1OC | -8.7% | i | 0.0 | 14.0 | nt | 6.6% | -1.8% | 1.0% | -4.6%
O=c1[nH]c(CN2CCc3ccccc32)nc2scc(-c3cccs3)c12 | -8.2% | i | 14.0 | 4.0 | -10.1% | 5.7% | -12.9% | -2.7% | 6.6%
C=COC(=O)CSc1snc(SCC(=O)OC)c1C#N | -27.6% | i | 5.0 | 10.0 | -6.0% | -10.2% | -13.1% | 7.3% | 3.8% | Spn PMK inh pilot replicates=1.5;Spn MK inh pilot replicates=0.0;DPM-DC inhibit pilot screen %=3.0
CC(C)NC(=O)c1cc(=O)n(C)c(=O)n1C | -17.3% | i | 6.0 | 0.0 | 3.8% | -1.8% | -24.4% | -6.5% | 0.3%
CCN1C(=O)N(CN2CCOCC2)C2C1N(CN1CCOCC1)C(=O)N2CC (centres undefined) | 1.8% | i | 6.0 | 13.0 | 13.2% | -7.8% | 3.4% | -3.2% | 5.0%

3 records drawn at random from the list so far:
SMILES | HPDE-C7 cytotoxicity | DPM-DC inhibit | Spn MK inh | Spn PMK inh | LYP inhibition | HT1080 cytotoxicity | KRASV12 cytotoxicity | Bfl-1 inhibitors | Alkaline phosphatase | others
CCN1C(=O)N(CN2CCOCC2)C2C1N(CN1CCOCC1)C(=O)N2CC (centres undefined) | 1.8% | i | 6.0 | 13.0 | 13.2% | -7.8% | 3.4% | -3.2% | 5.0%
COc1ccc(S(=O)(=O)NC(CC(=O)NC2CCCC2)c2ccco2)cc1 (centres undefined) | -9.5% | i | 7.0 | 0.0 | -0.4% | 3.4% | -4.1% | -5.6% | -5.0%
Cn1cnnc1SCc1ccccc1Br | -4.5% | i | 6.0 | 2.0 | 5.4% | nt | 1.2% | 10.7% | 17.0%

Carrying on:
SMILES | HPDE-C7 cytotoxicity | DPM-DC inhibit | Spn MK inh | Spn PMK inh | LYP inhibition | HT1080 cytotoxicity | KRASV12 cytotoxicity | Bfl-1 inhibitors | Alkaline phosphatase | others
COc1cc(Br)cc(CN2CCN(C/C=C/c3ccccc3)CC2)c1O | 14.2% | i | 7.0 | 0.0 | 14.3% | 4.3% | 15.1% | 0.9% | 15.0% | Spn PMK inh pilot replicates=3.0;Spn MK inh pilot replicates=1.0;DPM-DC inhibit pilot screen %=0.5
COC1(OC)C(=N/O)/C(=N\O)CCC1O (centres undefined) | -11.0% | i | 14.0 | 14.0 | -5.9% | -6.3% | -4.2% | 2.1% | 18.0%
Cc1nnc(SCCN2C(=O)c3ccccc3C2=O)[nH]c1=O | nt | i | 7.0 | 8.0 | nt | 6.5% | nt | nt | nt
Cc1cc(C(F)F)n2nc(C(=O)O)nc2n1 | -13.9% | i | 8.0 | 10.0 | 3.8% | -2.0% | -9.4% | 2.7% | 11.8%
C=C(C)COc1ccc(-c2[nH]ncc2-c2ccccc2OC)c(O)c1 | 13.7µM* | i | 9.0 | 7.0 | 10.4% | -8.4% | 11.3µM* | -8.4% | -10.3%
O=C(c1coc2ccccc2c1=O)N1CCN(c2cccc(C(F)(F)F)c2)CC1 | 5.4% | i | 4.0 | 8.0 | nt | -7.3% | 6.5% | -12.1% | 7.6%
COc1cccc(NC(=O)NC2CCN(Cc3nnnn3Cc3ccc(F)cc3)CC2)c1 | -1.4% | i | 7.0 | 3.0 | 1.0% | -23.6% | -3.4% | -4.0% | 0.7%
COC(=O)c1[nH]c2cccc(OC)c2c1NC(=O)CN1CCC(C(N)=O)(N2CCCCC2)CC1 | -8.3% | nt | 5.0 | 4.0 | -4.3% | 0.9% | -16.4% | -0.4% | 0.2%
O=C(O)CCC(=O)Nc1ccc(-c2nnc(-c3ccco3)o2)cc1 | -13.0% | nt | 2.0 | 4.0 | -15.7% | -3.1% | 2.8% | 9.2% | 8.7%
C=CCN1C(=O)C(O)=C(C(C)=O)C1c1ccccc1F (centres undefined) | -0.1% | i | 8.0 | 0.0 | -6.6% | 3.9% | 6.6% | -1.5% | 5.9%
Cc1cc(C)n(-c2nc3sc4c(c3c3nnc(SC(C)C)n23)CC(C)(C)OC4)n1 | -13.8% | i | 5.0 | 2.0 | -1.0% | -8.4% | -9.6% | -6.8% | 10.2% | Spn PMK inh pilot replicates=0.0;Spn MK inh pilot replicates=0.0;DPM-DC inhibit pilot screen %=9.0
O=C(Cn1ncc2c1-c1ccccc1OC2)N1CCN(c2ccccn2)CC1 | -12.1% | i | 2.0 | 0.0 | 5.9% | 3.8% | -13.2% | 3.9% | 16.3% | Spn PMK inh pilot replicates=0.5;Spn MK inh pilot replicates=0.5;DPM-DC inhibit pilot screen %=4.5
O=C(COC(=O)c1ccccc1C(=O)c1ccccc1)c1ccco1 | -12.3% | i | 17.0 | 9.0 | 3.2% | 2.5% | 2.9% | -2.0% | 13.9% | Spn PMK inh pilot replicates=4.5;Spn MK inh pilot replicates=4.0;DPM-DC inhibit pilot screen %=0.0
O=C(Cn1c(CO)nc2ccccc21)Nc1cc(C(F)(F)F)ccc1N1CCOCC1 | 5.6% | i | 11.0 | 15.0 | 6.2% | -6.2% | -13.4% | -12.2% | 14.5%
Cn1c(=O)c2c(nc(NCc3ccco3)n2Cc2ccccc2Cl)n(C)c1=O | 4.4% | i | 4.0 | 0.0 | -7.4% | -9.5% | 2.9% | -2.3% | -1.3%
c1cncc(C(c2nnnn2C2CCCC2)N2CCN(Cc3ccc4c(c3)OCO4)CC2)c1 (centres undefined) | 7.8% | i | 5.0 | 21.0 | nt | -4.7% | 3.1% | -1.5% | 6.0%
CC(NS(=O)(=O)c1ccc(Br)cc1)C(c1cccs1)N1CCN(C)CC1 (centres undefined) | -8.4% | i | 8.0 | 2.0 | -1.1% | 1.5% | -1.2% | 1.3% | 3.0%
Cc1ccc(N2CCN(C(=S)c3ccc(N(C)C)cc3)CC2)cc1 | 13.8% | i | 9.0 | 9.0 | -7.8% | -6.0% | 21.5% | -8.1% | 20.0% | Spn PMK inh pilot replicates=1.5;Spn MK inh pilot replicates=0.0;DPM-DC inhibit pilot screen %=0.0
O=C(NCCN1CCN(c2ccccc2F)CC1)C1CCCN(S(=O)(=O)c2cnc[nH]2)C1 (centres undefined) | -9.9% | i | 11.0 | 12.0 | 11.5% | -1.9% | -7.6% | -1.1% | 4.8%
COc1ccccc1Nc1nc2ccccc2n1C | -9.0% | i | 8.0 | 9.0 | -5.2% | 1.3% | -1.6% | 5.4% | 10.4%
O=C1c2ccccc2C(=O)N1CCC(=O)N1CCc2ccccc21 | -11.0% | i | 10.0 | 3.0 | 3.1% | -2.7% | -5.7% | 5.1% | -0.6% | Spn PMK inh pilot replicates=0.5;Spn MK inh pilot replicates=0.0;DPM-DC inhibit pilot screen %=0.0
Cn1c(CO)nc2cc(N)ccc21 | -4.2% | i | 0.0 | 0.0 | nt | 1.7% | -3.9% | -10.2% | 7.7%
O=C(Nc1ccc(-c2cn3ccsc3n2)cc1)c1ccc(F)c(S(=O)(=O)N2CCOCC2)c1 | 23.7% | i | 0.0 | 6.0 | 7.1% | -0.5% | 38.5% | 0.9% | 3.3%
Nc1c(C(=O)NCCc2ccccc2)nnn1Cc1ccccc1 | -16.7% | i | 4.0 | 9.0 | nt | 0.0% | -8.8% | 1.8% | 10.6% | Spn PMK inh pilot replicates=4.5;Spn MK inh pilot replicates=3.0;DPM-DC inhibit pilot screen %=2.0

Compound activity as filed in PubChem.
